Assay outcomes (PubChem)
PP5 inh: PP5 (human) phosphatase inhibition; P53041; purified PP5c, OMFP substrate fluorescence; inhibition, % at 6.7 µM; actives 0.18% (n = 320,000);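 active = inhibition above the campaign's mean inhibition across all tested compounds plus 3 SD, cut at about 9.5% in these data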;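 also: 0% = DMSO only and 100% = 100 µM cantharidin control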
ZTA counter: blocks Epstein-Barr virus ZTA, an EBNA-1 counter-screen. P03206. ZTA-DNA binding, fluorescence polarization. inhibition, % at 11 µM. actives 0.15% (n = 320,000); in the data active = inhibition above about 33%
EBNA-1 inh: blocks EBNA-1 binding to DNA | AID 1950 | actives 0.34% (n = 300,000) | inhibition, % at 14.8 µM | EBNA-1 DNA binding, fluorescence polarization; in the data active = inhibition above about 28%
Efflux pump inh: inhibitors of Candida antifungal efflux pumps expressed in yeast; inhibition, % at 10 µM; actives 0.44% (n = 330,000); S. cerevisiae Candida pump triplex, Nile Red efflux;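 active = plate passing quality check with inhibition over a set limit, or well fluorescence over plate mean plus 4 SD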;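 also: Nile Red retained in pooled yeast measured as flow cytometry median fluorescence; 0% = buffer negative control and 100% = Enniatin B positive control; higher means more Nile Red kept so more efflux inhibition; some compounds called inactive have numbers as strong as hits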
TPT1 inhibitor: blocks Candida albicans tRNA 2'-phosphotransferase. recombinant caTPT1, FP RNA substrate dephosphorylation. inhibition, % at 5 µM. actives 0.81% (n = 300,000). AID 1962;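 active = inhibition above the mean of all tested compounds plus 3 SD, set per screening campaign, cut at about 24% in these data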;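 also: plate controls were DMSO alone for no effect and ferristatin control at 100 nM for full effect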
core dimer inh: blocks dimerization of HCV core protein | TR-FRET GST/Flag-core106 dimerization, 1536-well | inhibition, % at 5 µM | actives 0.33% (n = 300,000) | AID 1899;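 active = inhibition above the mean of all tested compounds plus 3 SD, set per screening campaign, cut at about 45% in these data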
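assay system = GST-tagged and Flag-tagged HCV core protein residues 1-106 | controls = unlabelled core106 and no-GST-core106 wells | incubation = compound-protein-antibody incubation 4 h at 22.5 °C | probe or stimulus = Eu donor and XL665 acceptor anti-tag antibodies | read-out = % inhibition based on acceptor/donor emission ratio | signal = TR-FRET 671 and 617 nm emission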
CTSL1 counter: cathepsin L1 inhibition, PFM18AAP counter-screen. AID 1906. inhibition, % at 5.96 µM. recombinant F. hepatica cathepsin L1, Z-Leu-Arg-MCA fluorescence. actives 0.49% (n = 300,000);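 active = inhibition above the mean of all tested compounds plus 3 SD, set per screening campaign, cut at about 17% in these data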;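 also: 0% = plate median of test compound wells and 100% = 1 µM Z-Phe-Ala-diazomethylketone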
PP1 inh: counter-screen for PP5 inhibitors: inhibitors of human PP1-alpha. P62136. purified PP1alpha, OMFP fluorescence. inhibition, % at 6.7 µM. actives 0.9% (n = 320,000);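 active = inhibition above the mean inhibition of all tested compounds plus 3 SD, computed separately for each screening campaign, cut at about 15% in these data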
Target sequence (P62136 whole entry, looked up): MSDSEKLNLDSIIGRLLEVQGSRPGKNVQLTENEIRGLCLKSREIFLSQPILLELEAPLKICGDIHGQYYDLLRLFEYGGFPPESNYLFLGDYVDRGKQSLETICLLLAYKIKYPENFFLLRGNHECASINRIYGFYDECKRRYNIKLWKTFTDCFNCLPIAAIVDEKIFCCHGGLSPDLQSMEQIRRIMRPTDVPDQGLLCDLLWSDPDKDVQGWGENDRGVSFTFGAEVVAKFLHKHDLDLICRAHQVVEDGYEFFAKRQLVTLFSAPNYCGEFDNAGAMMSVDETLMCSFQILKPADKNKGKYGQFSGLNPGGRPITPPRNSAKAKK
PREPL inhibitor: inhibitors of human prolyl oligopeptidase-like enzyme PREPL | Q4J6C6 | recombinant PREPL, fluorescence polarization activity-based probe | inhibition, % at 5.96 µM | actives 0.68% (n = 320,000); in the data active = inhibition above about 43%;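 also: 0% = enzyme with DMSO and 100% = wells lacking enzyme; many of its hits are not listed in these tables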
Target sequence (Q4J6C6 whole entry, looked up): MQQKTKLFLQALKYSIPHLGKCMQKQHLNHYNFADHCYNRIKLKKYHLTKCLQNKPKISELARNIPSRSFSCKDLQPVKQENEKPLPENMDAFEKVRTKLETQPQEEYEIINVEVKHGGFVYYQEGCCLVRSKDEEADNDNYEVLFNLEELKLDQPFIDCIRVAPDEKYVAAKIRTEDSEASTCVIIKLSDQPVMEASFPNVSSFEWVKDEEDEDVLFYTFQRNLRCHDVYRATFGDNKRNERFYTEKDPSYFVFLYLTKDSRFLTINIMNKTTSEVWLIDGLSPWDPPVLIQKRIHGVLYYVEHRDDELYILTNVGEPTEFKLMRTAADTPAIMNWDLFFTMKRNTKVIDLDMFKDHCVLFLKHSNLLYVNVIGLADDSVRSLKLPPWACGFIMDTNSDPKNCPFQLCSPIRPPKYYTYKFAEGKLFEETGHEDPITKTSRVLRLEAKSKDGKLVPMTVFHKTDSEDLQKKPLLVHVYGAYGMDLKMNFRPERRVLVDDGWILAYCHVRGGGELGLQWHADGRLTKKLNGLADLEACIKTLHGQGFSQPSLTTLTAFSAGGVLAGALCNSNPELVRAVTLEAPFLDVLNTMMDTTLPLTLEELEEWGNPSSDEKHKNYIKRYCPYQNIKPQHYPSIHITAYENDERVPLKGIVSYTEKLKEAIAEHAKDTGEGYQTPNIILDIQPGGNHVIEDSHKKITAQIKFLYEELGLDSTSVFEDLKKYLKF
* hit, by the source's call; / = not tested or not shown. This is a subset; count on the stated rates, not on these rows.

Results follow in this order: PP5 inh, ZTA counter, EBNA-1 inh, Efflux pump inh, TPT1 inhibitor, core dimer inh, CTSL1 counter, PP1 inh, PREPL inhibitor
> CCOC(=O)N1CCN(C(=O)c2ccc3c(=O)n(CCOC)c(=O)[nH]c3c2)CC1
  0.6, 6, -10, 0.2, 0, -1, 4, -3, 20
> Cc1occc1-c1nnc(SCC(=O)Nc2ccccc2-c2ccccc2)n1C
  1.8, -10, -3, -0.1, -2, 2, 1, 4, 0
> COc1ccc(CN(C)C(=O)c2cccc(NS(=O)(=O)c3ccccc3)c2)c(OC)c1
  -0.6, -5, -2, 0.1, 2, 10, 1, -2, 4
> CC(NC(=O)c1cc(F)c(F)cc1Cl)C1CC2CCC1C2 (stereo not drawn)
  -1.5, 7, -1, -0.2, 0, 1, 0, -3, 4
> CSc1nc(C)cc(OCC(=O)N2CCOCC2)n1
  3.1, -6, 0, -0.1, -3, -6, -3, -1, -6
> O=C(C1CC1)N1CCN(S(=O)(=O)c2ccc3c(c2)OCCO3)CC1
  2.6, -25, -12, 0.0, -6, -3, -3, 0, 18
> C/C(CC(=O)Nc1ccc(F)cc1)=N\NC(=O)c1ccccn1
  0.6, 2, 2, 0.1, 0, -4, -3, -5, 2
> COc1ccc(/C=C2/C(=O)OCc3cc(OC)c(OC)cc32)c(OC)c1
  3.6, 4, -6, 0.3, 1, 0, -1, -1, 3
> CC(=O)N1CCN(C(=O)COC(=O)COc2c(C)cc(C)cc2C)CC1
  1.5, -3, /, 0.0, /, /, /, -2, 6
> COc1ccccc1C(=O)OCn1nnc2ccccc2c1=O
  1.5, -13, 3, -0.1, -5, 15, 2, -5, 10
> CC1CCC(NC(=O)C2CCN(c3nc4ccccc4s3)CC2)CC1 (stereo not drawn)
  4.1, -7, 3, -0.1, -2, 12, -2, 3, 7
> CCOC(=O)CSc1nc2cc(C(=O)OC)ccc2c(=O)n1CCN1CCOCC1
  -2.7, 8, 9, 0.0, 3, 1, -2, -6, -5
> CCCOc1ccc(S(=O)(=O)NNC(=O)c2cc3ccccc3o2)cc1
  3.2, -15, 9, 0.8, 3, -1, 0, -3, -41
> CC1CCC(NC(=O)CCNS(=O)(=O)c2ccc3c(c2)CCC(=O)N3)CC1 (stereo not drawn)
  0.2, 1, 5, -0.1, -1, -11, 2, -2, 18
> O=C(COc1ccc(Cl)cc1)NC1=NN(c2ccccc2)C(=O)C1
  -4.0, 19, 13, -0.4, 0, 3, 0, 0, 6

Already shown: an excerpt of the list.
Results follow in this order: PP5 inh, ZTA counter, EBNA-1 inh, Efflux pump inh, TPT1 inhibitor, core dimer inh, CTSL1 counter, PP1 inh, PREPL inhibitor
> COc1ccc(/C=C2/C(=O)OCc3cc(OC)c(OC)cc32)c(OC)c1
  3.6, 4, -6, 0.3, 1, 0, -1, -1, 3
> CC(=O)N1CCN(C(=O)COC(=O)COc2c(C)cc(C)cc2C)CC1
  1.5, -3, /, 0.0, /, /, /, -2, 6
> COc1ccccc1C(=O)OCn1nnc2ccccc2c1=O
  1.5, -13, 3, -0.1, -5, 15, 2, -5, 10
> CC1CCC(NC(=O)C2CCN(c3nc4ccccc4s3)CC2)CC1 (stereo not drawn)
  4.1, -7, 3, -0.1, -2, 12, -2, 3, 7
> CCOC(=O)CSc1nc2cc(C(=O)OC)ccc2c(=O)n1CCN1CCOCC1
  -2.7, 8, 9, 0.0, 3, 1, -2, -6, -5
> CCCOc1ccc(S(=O)(=O)NNC(=O)c2cc3ccccc3o2)cc1
  3.2, -15, 9, 0.8, 3, -1, 0, -3, -41
> CC1CCC(NC(=O)CCNS(=O)(=O)c2ccc3c(c2)CCC(=O)N3)CC1 (stereo not drawn)
  0.2, 1, 5, -0.1, -1, -11, 2, -2, 18
> O=C(COc1ccc(Cl)cc1)NC1=NN(c2ccccc2)C(=O)C1
  -4.0, 19, 13, -0.4, 0, 3, 0, 0, 6

Further results follow:
Results follow in this order: PP5 inh, ZTA counter, EBNA-1 inh, Efflux pump inh, TPT1 inhibitor, core dimer inh, CTSL1 counter, PP1 inh, PREPL inhibitor
> CC(C(=O)N1CCOCC1)N1c2cccc3cccc(c23)S1(=O)=O (stereo not drawn)
  -7.1, -18, -1, 0.0, 0, -7, 6, -11, 0
> Cc1cc(C)c(C(=O)C[n+]2cccc(C(N)=O)c2)c(C)c1
  1.3, -8, -6, 0.2, 2, -3, -4, 2, 1
> Cc1nc2cc(C(F)(F)F)ccc2n1CCNc1nc(-c2ccc([N+](=O)[O-])c(Cl)c2)cs1
  3.1, -6, 2, -0.1, -2, 1, 3, 2, 23
> Cc1onc(-c2c(Cl)cccc2Cl)c1C(=O)Nc1ccc2c(c1)OCCO2
  1.6, -7, 12, -0.1, 0, -1, 0, 8, 2
> CCO[C@H]1OC(C(=O)NC2CC2)=C[C@@H](c2ccc(C(F)(F)F)cc2)[C@@H]1CCCO
  1.5, 12, 8, 0.0, -2, 4, -5, -4, 6
> Cc1cccc(C)c1NC(=O)CS(=O)CC(=O)NC1CCCc2ccccc21 (stereo not drawn)
  3.2, -10, 1, 0.2, 3, -2, 2, 0, 7
> C=CCN1C(=O)C2(NNc3ccccc3O2)c2ccccc21 (stereo not drawn)
  4.8, 13, -10, 0.1, 85*, -10, 3, -2, 2
> Cc1ccc(S(=O)(=O)N2CCCC(C(=O)NCc3ccccc3F)C2)cc1 (stereo not drawn)
  -1.9, 11, 4, 0.0, 0, 8, 3, -2, -7
> O=C(NCc1ccncc1)c1ccc2nc(Cc3ccccc3F)oc2c1
  1.0, 0, -4, -0.1, -1, -20, 6, 2, 10
> Cc1nn(-c2ccccc2)c(Cl)c1C(=O)Nc1c(C)n(C)n(-c2ccccc2)c1=O
  -0.8, -3, 1, -0.1, 0, 1, 8, -2, 4
> CC(C)(C)c1ccc(C(=O)O)c(C(=O)c2ccccc2)c1
  -1.6, 0, 0, -0.1, -5, 2, 0, -4, 12
> Cc1ccccc1OCc1occc1C(=O)Nc1cccc(-n2cnnn2)c1
  3.6, 14, 10, 0.0, 0, 11, 0, -1, -35
> Cc1ccc2c(c1)c1c3n2CCN(C(=O)CN2CCN(C)CC2)C3CCC1 (stereo not drawn)
  -1.6, 13, 9, 0.0, 1, -12, -3, -2, 36
> Cn1c(SCC(=O)Nc2cccc(O)c2)nnc1-c1ccc(S(=O)(=O)N2CCOCC2)cc1
  -3.8, -7, 6, -0.1, 2, -2, -1, -3, -4
> CCOc1ccc2nc(N3CCCC(C(=O)NCCCN4C(C)CCCC4C)C3)sc2c1 (stereo not drawn)
  1.8, -3, 6, 0.0, 4, -5, 4, 0, 23
> CC(=O)N(CC(=O)O)c1ccccc1C(=O)O
  3.9, -17, 3, 0.1, -4, -8, 1, 2, 5
> Cc1ccccc1NC(=O)COc1coc(CN2CCCc3ccccc32)cc1=O
  3.5, -2, 12, 0.0, 0, 4, 4, 0, 13
> C=CCn1c(C)nnc1SCC(=O)Nc1nccs1
  -1.2, -16, 4, -0.2, -4, 2, 0, -7, 18
> CN(C)/C=C(\C=O)c1onc(-c2ccccc2Cl)c1C#N
  2.7, -3, 0, 0.1, 0, -3, 1, 2, 7
> CCOC(=O)C1CCCN(C(=O)COc2ccc(N(C)S(=O)(=O)c3ccc(F)cc3)cc2)C1 (stereo not drawn)
  2.9, 11, -2, -0.1, -1, 1, -2, -4, -1
> O=C(CC(NC(=O)C(F)(F)F)c1ccccc1)Nc1nnc(CCc2ccccc2)s1 (stereo not drawn)
  1.8, -14, -12, 0.2, 1, 14, -3, 11, 1
> CCN(CC)CCn1c(/N=C/c2cc(Br)ccc2O)nc2ccccc21
  2.5, 6, 19, -0.4, 2, 1, -3, -3, 5
> N#CCSc1nc2ccccc2c(=O)n1CCC(=O)NC1CCCCC1
  -3.4, -4, -5, 0.0, -1, 8, 5, 6, 10
> COc1ccc2c3n([n+]([O-])c2c1)CCN=C3c1cc(Cl)c(N)c(Cl)c1
  2.5, 13, 7, -0.1, 3, 9, 0, 1, 19
> CCOC(=O)Cc1csc(NC(=O)c2csc(C)c2)n1
  1.5, 9, 5, -0.1, -4, 0, 1, 2, 6
> O=C(NCCCCc1ccccc1)c1cccc([N+](=O)[O-])c1
  0.0, 0, 3, -0.1, -2, 3, 2, 2, 7
> COc1ccc2nc(-c3cccc(N)c3)[nH]c2c1
  -1.1, 9, 4, -0.1, 0, -1, 3, 1, 12
> Cc1cc([N+](=O)[O-])nn1Cc1noc(C(=O)NCc2ccc3c(c2)OCO3)n1
  -0.5, -6, -2, 0.0, -5, -7, -4, 1, 11
> O=C(O)CN1C(=O)/C(=C\c2cc(Br)ccc2OCc2ccc([N+](=O)[O-])cc2)SC1=S
  -1.0, 17, 2, 0.1, 1, 26, 9, 14, 36
> CC(CCc1ccccc1)NC(=O)COC(=O)c1cccn1C (stereo not drawn)
  0.5, -3, /, 0.0, /, /, /, -1, -26
> COc1ccc(C(=O)Nc2cc(=O)n(C)c(=O)n2C)cc1
  -2.0, 15, 5, 0.0, -1, -1, 6, -2, -2
> Cc1ccc(S(=O)(=O)c2cn(Cc3ccc(F)cc3)c3cc4c(cc3c2=O)OCO4)cc1
  -2.2, 5, 9, 0.0, 1, 20, -8, 2, 13
> COc1ccc(CNC(=O)CN(Cc2ccco2)C(=O)CNS(=O)(=O)c2ccc(F)cc2)cc1
  0.6, -8, -1, 0.0, 1, 9, -4, -1, -3
> O=C(O)CCC(CNS(=O)(=O)c1ccccc1)C(F)(F)F (stereo not drawn)
  -0.6, 0, 0, 0.0, 0, -5, -7, 0, 14
> O=C(CCNS(=O)(=O)c1ccc(Br)s1)N1CCCCC1
  0.6, 7, 1, -0.1, -4, -2, 2, 1, 11
> C=CCNC(=O)/C=C/c1c(F)cccc1Cl
  -2.6, 2, 2, 0.2, 4, -10, -2, -2, 16
> CCOC(=O)C1=C(C)N(C)C(=S)NC1c1ccccc1 (stereo not drawn)
  -0.4, 0, 2, -0.1, -1, 2, -1, -2, -3
> COc1cc(/C=N/NC(=O)c2cncc(Br)c2)cc([N+](=O)[O-])c1O
  3.7, -15, 5, -0.3, 44*, -10, 5, 17*, 12
> CC1CCc2cc(F)ccc2N1C(=O)c1cccnc1 (stereo not drawn)
  0.1, 3, -19, 0.2, 1, -6, 3, 4, 10
> O=C(NC1CCCCCCC1)c1cc([N+](=O)[O-])ccc1Cl
  2.4, 3, -16, -0.1, -5, 7, -5, -6, -12

Reprinted at random: 2 entries already listed, in no set order.
Results follow in this order: PP5 inh, ZTA counter, EBNA-1 inh, Efflux pump inh, TPT1 inhibitor, core dimer inh, CTSL1 counter, PP1 inh, PREPL inhibitor
> COc1ccc(C(=O)Nc2cc(=O)n(C)c(=O)n2C)cc1
  -2.0, 15, 5, 0.0, -1, -1, 6, -2, -2
> COc1cc(/C=N/NC(=O)c2cncc(Br)c2)cc([N+](=O)[O-])c1O
  3.7, -15, 5, -0.3, 44*, -10, 5, 17*, 12
